# Assay outcomes as filed in PubChem BioAssay.
# PAFAH1B2 inh: PAFAH1B2 (human) inhibition; P68402; recombinant PAFAH1B2, FP-rhodamine activity probe, fluorescence polarization; inhibition, % at 3.39 µM; 340,000 tested, 1.2% active; AID 492953;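 active = inhibition above the mean of all tested compounds plus 3 SD, cut at about 24% in these data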;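 also: 0% = enzyme with DMSO and 100% = wells lacking PAFAH1B2; many of its hits are not listed in these tables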
# Target sequence (P68402 whole entry, looked up): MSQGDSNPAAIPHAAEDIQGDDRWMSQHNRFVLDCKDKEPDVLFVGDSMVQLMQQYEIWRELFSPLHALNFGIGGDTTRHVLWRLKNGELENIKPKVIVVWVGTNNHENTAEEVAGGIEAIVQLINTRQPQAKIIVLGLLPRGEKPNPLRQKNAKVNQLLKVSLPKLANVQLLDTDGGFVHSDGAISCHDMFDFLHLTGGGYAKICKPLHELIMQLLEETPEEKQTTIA
# PAD4 FP inh: PAD4 (human) enzyme inhibition; 330,000 tested, 0.41% active; inhibition, % at 6.36 µM; recombinant PAD4, RCA probe fluorescence polarization; Q9UM07;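 active = percent inhibition above a cutoff equal to the mean of all tested compounds plus 3 SD, cut at about 15% in these data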;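 also: 0% = PAD4 with RCA probe and DMSO and 100% = probe without PAD4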
# pPAFAH FP inh: inhibitors of human plasma PAF acetylhydrolase (pPAFAH). Q13093. recombinant pPAFAH, FP-rhodamine probe fluorescence polarization. inhibition, % at 3.39 µM. 330,000 tested, 1.5% active;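 active = inhibition above the mean inhibition across the screen plus 3 SD, cut at about 25% in these data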;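 also: inhibitors block binding of the rhodamine activity-based probe so polarization drops; 0% = enzyme with DMSO and 100% = wells lacking pPAFAH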
# Target sequence (Q13093 whole entry, looked up): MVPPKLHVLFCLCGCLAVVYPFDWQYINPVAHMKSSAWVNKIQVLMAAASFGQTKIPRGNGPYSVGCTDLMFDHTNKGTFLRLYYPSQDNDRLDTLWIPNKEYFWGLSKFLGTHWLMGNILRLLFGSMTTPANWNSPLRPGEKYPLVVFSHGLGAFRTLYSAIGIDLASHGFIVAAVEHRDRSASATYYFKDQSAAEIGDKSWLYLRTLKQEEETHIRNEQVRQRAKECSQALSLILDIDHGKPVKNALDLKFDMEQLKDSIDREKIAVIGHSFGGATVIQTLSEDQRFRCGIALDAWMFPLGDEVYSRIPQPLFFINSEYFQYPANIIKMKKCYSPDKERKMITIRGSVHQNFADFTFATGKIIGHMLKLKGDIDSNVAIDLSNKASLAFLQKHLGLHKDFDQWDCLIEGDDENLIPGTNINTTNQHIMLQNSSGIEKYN
# GSTO1 inh: GSTO1 inhibition, counter-screen for RBBP9 inhibitors; AID 1974; recombinant GSTO1, activity-based probe fluorescence polarization; 300,000 tested, 1.1% active; inhibition, % at 5.96 µM;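 active = inhibition above the campaign mean inhibition plus 3 SD, cut at about 35% in these data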;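 also: 0% = GSTO1-1 with DMSO and 100% = wells lacking GSTO1-1 enzyme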
# Fam108B counter: Fam108B inhibition, counter-screen for RBBP9 inhibitors | recombinant Fam108B, FP-Rh probe fluorescence polarization | inhibition, % at 9.51 µM | 300,000 tested, 0.33% active | AID 1947;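 active = inhibition above the screen mean inhibition plus 3 SD, computed separately per campaign, cut at about 18% in these data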;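 also: inhibitors lower polarization as less probe binds the enzyme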
# PAFAH2 inh: inhibitors of human PAFAH2 | AID 492956 | Q99487 | 340,000 tested, 0.99% active | recombinant PAFAH2, FP-rhodamine activity probe, fluorescence polarization | inhibition, % at 3.39 µM;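 active = inhibition above the mean over all tested compounds plus 3 SD, cut at about 30% in these data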;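 also: inhibitors block probe labeling of enzyme so polarization drops; 0% = enzyme with DMSO and 100% = wells lacking PAFAH2 protein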
# PME-1 primary: blocks human protein phosphatase methylesterase 1; Q9Y570; recombinant PME-1, FP-Rh probe fluorescence polarization; inhibition, % at 5.9 µM; 320,000 tested, 0.53% active;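 active = inhibition above the campaign mean of all compounds plus 3 SD, cut at about 26% in these data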;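 also: competitive labeling of PME-1 active site by serine hydrolase directed probe; 0% = PME-1 with DMSO and 100% = wells lacking PME-1 enzyme; inhibitors block probe labeling so polarization falls and inhibition rises; many of its hits are not listed in these tables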
# LYPLA1 counter: counter-screen for PME1 inhibitors: inhibitors of human LYPLA1. 320,000 tested, 0.16% active. inhibition, % at 5.9 µM. O75608. recombinant LYPLA1, FP-Rh probe fluorescence polarization;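 active = inhibition above the mean of all tested compounds plus 3 SD, set per campaign, cut at about 14% in these data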;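 also: inhibitors block serine hydrolase probe labeling of LYPLA1 so polarization falls; 0% = enzyme with DMSO and 100% = wells lacking LYPLA1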
# Target sequence (O75608 whole entry, looked up): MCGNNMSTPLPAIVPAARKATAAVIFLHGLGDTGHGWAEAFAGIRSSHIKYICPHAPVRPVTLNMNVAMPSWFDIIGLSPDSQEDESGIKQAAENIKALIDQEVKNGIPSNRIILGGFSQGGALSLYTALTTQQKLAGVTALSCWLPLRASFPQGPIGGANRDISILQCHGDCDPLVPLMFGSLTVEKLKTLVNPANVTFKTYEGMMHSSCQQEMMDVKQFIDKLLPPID
# PAFAH1B3 FP inh: inhibitors of human PAFAH1B3; Q15102; recombinant PAFAH1B3, FP-rhodamine probe, fluorescence polarization; inhibition, % at 3.39 µM; 340,000 tested, 0.28% active; AID 492972;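 active = inhibition above the screen-wide average of all tested compounds plus 3 SD, cut at about 25% in these data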;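 also: 0% = enzyme with DMSO only and 100% = wells lacking PAFAH1B3 protein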
# * = called active by the depositor; x = not tested or not shown.
SMILES,PAFAH1B2 inh,PAD4 FP inh,pPAFAH FP inh,GSTO1 inh,Fam108B counter,PAFAH2 inh,PME-1 primary,LYPLA1 counter,PAFAH1B3 FP inh
CCC(C)(C)NC(=O)C(c1ccc(F)cc1)N(Cc1cccc(OC)c1)C(=O)c1cnccn1 (centres undefined),0,-2,3,1,1,3,-1,-2,7
CCCCN(C(=O)CSCc1ccc(C)cc1)c1c(N)n(CCC)c(=O)[nH]c1=O,6,-1,4,0,-9,1,-2,3,12
Cc1cccc(-n2ncc3c2CCCC3NC(=O)CCN2CCCO2)c1C (centres undefined),0,-2,-2,2,2,1,-1,-6,-4
CSc1nc(SC)c2c3c(oc2n1)COC(C)(C)C3,8,-5,6,-4,1,0,1,3,8
c1cnc(Sc2ccc3nnnn3n2)nc1,-3,-1,0,-2,-2,-4,-1,1,6
Cc1ccc(NC(=O)CSc2nn(-c3ccccc3)c(=S)s2)cc1S(=O)(=O)N(C)C,-4,-3,0,-8,-23,-23,-19,-26,-13
O=C(CN1C(=O)NC2(CCCC2)C1=O)OCCOc1ccc(Br)cc1,9,-1,-5,6,-2,4,4,4,3
C=CCn1c(SCC(=O)N2CCN(c3ccc(F)cc3)CC2)nnc1-c1cccs1,8,-4,-4,-3,-1,-3,-1,2,7
O=S(=O)(NCCc1ccc(F)cc1)c1cccc2cccnc12,x,-3,1,6,-5,x,-2,2,x
O=C1CN(C(=O)COc2cccc(F)c2)c2ccccc2N1,x,-6,2,-1,-1,x,-5,0,x
CC(C)(C)OC(=O)N1CCC[C@H]1c1nnc(SCc2ccccc2)o1,x,-5,3,-3,-1,x,4,-1,x
CC(CCC(=O)O)C1CC[C@@]2(C)C3C(=O)CC4C(C)(C)C(O)CC[C@]4(C)C3C(=O)C[C@]12C (some centres undefined),-1,2,4,2,-1,0,6,1,5
O=S(=O)(Nc1cccc(-c2nc3cccnc3s2)c1)c1cccs1,8,1,1,-7,-4,7,2,-2,0
COC(F)(C(=O)Nc1ccc2c(c1)C(=O)NC2=O)C(F)(F)F (centres undefined),0,-3,1,-8,-7,3,4,4,-5
CC(C)c1ccc(CNn2cnnc2)cc1,10,-10,-4,0,1,3,-4,-6,5
CCCc1cc2c(=O)n(NC(=O)c3nn(C)cc3[N+](=O)[O-])c(C)nc2s1,5,-3,-1,-8,2,4,-6,-2,12
Cc1ccc(C(=O)NC(NC(=O)c2ccc(C)cc2)c2cccc([N+](=O)[O-])c2)cc1,1,0,-7,0,-4,3,-10,-6,-1
COc1ccc(C(=O)OCC(=O)N(C)C2CCS(=O)(=O)C2)cc1Br (centres undefined),3,1,6,x,x,-1,3,-2,-2
CCC(=O)NCCc1nc2ccccc2n1CC(=O)c1ccccc1,2,2,0,-3,-3,1,-2,-3,-6
O=C(NCc1ccc(F)cc1)c1cnccn1,0,-2,2,11,-1,-1,-3,2,3
O=C(c1cc(=O)c2ccccc2o1)N(Cc1ccccc1)C1CCS(=O)(=O)C1 (centres undefined),1,-8,5,-1,0,1,3,1,1
CN(C)CC#CCC(O)(c1ccccc1)C1CCCCC1 (centres undefined),1,3,7,-1,9,-2,-2,3,7
O=C1CC(N2CCN(c3ncccn3)CC2)C(=O)N1CCc1ccccc1 (centres undefined),-3,0,6,11,0,9,-5,-2,11
COc1ccc(-c2nc(NC(=O)C3=NN(c4cccc(C)c4)C(=O)CC3)sc2C)cc1,1,0,10,-1,-2,5,-2,3,-11
COc1ccc(C(=O)CC(=O)Nc2ccc([N+](=O)[O-])cc2)cc1,-9,0,27*,-34,-6,7,-34,-22,-34
CCC(NC(=O)/C(=C\c1ccc2c(c1)OCO2)NC(C)=O)C(=O)O (centres undefined),2,2,2,5,5,1,-3,-2,6
N#CC(C#N)=Cc1cnc(N2CCN(c3ccccc3)CC2)s1,-1,-2,3,5,-3,-1,-8,-1,-3
O=C(CCCc1cccs1)NCCc1c[nH]c2ccccc12,10,-8,8,4,-5,-2,0,7,4
Cc1ccccc1NC(=O)c1cc(C(=O)c2cc(Cl)ccc2O)cn(-c2ccccc2C)c1=O,-10,-6,-6,-18,-22,-41,-54,-24,-15
O=C(c1ccc(Cn2c(=O)[nH]c3ccsc3c2=O)cc1)N1CCN(c2ccccc2)CC1,-2,2,5,6,2,-7,1,5,-3
COc1ccc(-n2c(/C=C(\C)O)nc(=O)c3c(C)cc(C)nc32)cc1,-1,-9,4,1,0,-11,-3,1,5
CC(C)(C)c1cc(/C=N/NC(=O)Cc2nc3ccccc3[nH]2)cc(C(C)(C)C)c1O,0,-6,5,-5,-1,-5,-3,-9,-1
COc1ccc2c(c1OC)C(=O)OC2CC(=O)c1ccc(O)cc1 (centres undefined),-1,-5,3,-2,0,7,-5,6,1
CC1Cc2ccccc2N1C(=O)COC(=O)Cn1nnc(-c2ccccc2)n1 (centres undefined),4,0,-4,9,3,-5,-2,8,4
CC(=O)c1c(C)[nH]c(C(=O)NNC(=O)COc2ccc(Cl)cc2C)c1C,16,0,9,-1,-1,16,6,-3,12
CC(C)(C)C(=O)N1CCC[C@H]1C(O)(c1ccccc1)c1ccccc1,6,-5,-4,1,1,2,2,-3,-5
Cn1c(=O)c(Nc2ccc(O)cc2)c2c3c(cccc31)C(=O)c1ccccc1-2,10,14,41*,24,23*,15,36*,6,22
CCOc1ncccc1C(=O)OCC(=O)Nc1cccc(C(C)=O)c1,6,-2,19,2,1,62*,3,2,9
O=C(Nc1cc(Cl)cc(Cl)c1)N1CCCC1,-7,-4,-1,-4,-9,-8,-7,-4,0
O=C(O)C1CN(C(=O)c2cccc(Br)c2)C1,-5,-5,-10,16,0,2,-6,1,0

# Profiles from above.
# COc1ccc(-c2nc(NC(=O)C3=NN(c4cccc(C)c4)C(=O)CC3)sc2C)cc1 in the list: PAFAH1B2 inh = 1; PAD4 FP inh = 0; pPAFAH FP inh = 10; GSTO1 inh = -1; Fam108B counter = -2; PAFAH2 inh = 5; PME-1 primary = -2; LYPLA1 counter = 3; PAFAH1B3 FP inh = -11
# CCC(=O)NCCc1nc2ccccc2n1CC(=O)c1ccccc1 in the list: PAFAH1B2 inh = 2; PAD4 FP inh = 2; pPAFAH FP inh = 0; GSTO1 inh = -3; Fam108B counter = -3; PAFAH2 inh = 1; PME-1 primary = -2; LYPLA1 counter = -3; PAFAH1B3 FP inh = -6

# Continuation:
SMILES,PAFAH1B2 inh,PAD4 FP inh,pPAFAH FP inh,GSTO1 inh,Fam108B counter,PAFAH2 inh,PME-1 primary,LYPLA1 counter,PAFAH1B3 FP inh
COc1ccc(CN2CCC(C(=O)Nc3ccc(Oc4cccnc4)cc3)CC2)cc1,1,2,2,1,0,-7,-2,-3,6
Cc1ccc(Nc2cc(C)nc(N3CCOCC3)n2)cc1,-2,-1,6,2,3,4,6,3,3
Clc1ccc(/C(Cc2nc3ccccc3[nH]2)=N\Nc2ccccc2)cc1,-3,-4,5,-10,3,10,3,-2,12
CC(=O)Nc1ccc(C(=O)OCC(=O)N2CCC(Cc3ccccc3)CC2)cc1,1,-4,-1,x,x,8,-2,0,7
CCCn1nnc2sc3c(c2c1=O)CCC(C)C3 (centres undefined),5,4,-3,-1,3,-8,-3,-1,1
COc1ccc(CCNC(=S)NC(=O)c2cccc(Cl)c2)cc1OC,x,3,0,-18,4,x,4,1,x
Cc1ccccc1C(=O)Oc1cc(N)n(S(C)(=O)=O)n1,3,-2,1,5,0,2,-1,1,7
Cc1ccc([N+](=O)[O-])cc1N=Nc1c(C)[nH]n(C(N)=S)c1=O,5,-2,5,-9,2,-6,0,2,4
O=C(CSc1nc2ccccc2c(=O)n1-c1ccccc1)N/N=C/C=C/c1ccccc1[N+](=O)[O-],1,-1,3,-6,-18,2,-21,-10,-11
CCOC(=O)c1ccc(NC(=O)Cn2c(=O)oc3ccccc32)cc1,3,4,-11,3,1,3,0,-2,9
CCOC(=O)N1CCN(c2cc(=O)n(-c3ccc(Br)cc3)c(=O)[nH]2)CC1,2,-5,4,-2,3,2,0,1,-3
O=C(c1ccccc1)c1ccc(OCCn2cnc3ccccc3c2=O)cc1,-1,7,8,1,-2,10,-7,-2,2
COc1cccc(C(=O)NNC(=O)C(=O)Nc2cccc3ccccc23)c1,10,-6,0,1,-1,3,0,-2,0
COc1ccc(CC(=O)OCc2cc3cccc(C)c3[nH]c2=O)cc1,10,-4,-2,3,1,3,3,4,3
O=C(NCC1CCCO1)C(=O)NCC(c1ccco1)N1CCN(c2ccccc2)CC1 (centres undefined),-1,-11,0,-2,-5,-1,5,-4,-1
Cc1ccc(/C=N/c2sc3c(c2C#N)CCC3)s1,4,-1,7,6,0,-1,4,0,1
CC(=O)c1cccc(N2C(=O)C3C4CCC(C4=C(C)C)C3C2=O)c1 (centres undefined),3,2,0,-1,2,-2,3,2,-1
Cc1ccc(-c2csc(SCC(=O)Nc3cc(C)on3)n2)cc1,-2,-2,7,-1,2,1,4,2,5
CN(c1cccc(NS(=O)(=O)c2ccccc2)c1)S(C)(=O)=O,7,-3,3,-8,1,-2,-1,-1,-1
CCOC(=O)c1ccc(NC(=S)Nc2ccc(Br)cc2N)cc1,3,4,-2,0,3,4,9,-4,4
CC(=O)Nc1ccc(O)c(-c2nc3ccccc3s2)c1,5,-2,6,5,4,28,3,-2,8
Cc1ccc(C(=O)CC(C(=O)O)c2cn(CCC#N)c3ccccc23)cc1 (centres undefined),3,-5,-2,1,1,-3,4,4,1
COCCn1c(SCCCC(=O)c2ccc(Br)cc2)nnc1-c1ccncc1,3,-4,1,7,-1,10,-4,1,10
CC(C)(C)n1nc2c(c1NC(=O)c1ccc(C(F)(F)F)cc1)CS(=O)(=O)C2,0,-1,0,-1,-4,2,-3,-2,-2
O=S(=O)(N/N=C\c1cccc(F)c1)c1ccccc1,-3,-6,5,3,2,-2,8,1,-6
Cc1cc(=O)oc(C)c1C(=O)NCC(C)C,3,4,3,2,4,8,2,3,10
COc1cc(NC(=O)C/C(C)=N/NC(=O)c2cccc(O)c2)c(OC)cc1Cl,6,-2,3,7,1,-1,-10,-2,-1
COc1ccccc1CN1C(=O)[C@@H]2C(CCC(N)=O)NC3(C(=O)Nc4c3ccc(Cl)c4C)[C@@H]2C1=O (some centres undefined),6,-2,3,-5,0,-13,-3,-2,6
OCCN1CCN(c2ncnc3sc(-c4ccccc4)cc23)CC1,4,4,3,9,1,7,-2,-1,3
C=CCn1c(SCC(=O)Nc2ccccc2OC)nc(O)c(CC)c1=O,1,5,2,18,-1,-1,-4,1,6
Cc1cc(C(C)c2ccccc2)c(O)c(CN2CCOCC2)c1C (centres undefined),6,2,6,-2,1,-5,-7,-1,4
CCc1nnc(NC(=O)CSc2nnc(-c3ccccc3OC)n2-c2ccc(C)cc2)s1,1,2,8,-5,0,-3,8,-1,6
Fc1ccc(COc2cccc(CNCc3ccncc3)c2)cc1,5,5,4,8,-1,-5,3,1,9
CN(C)CCCNC(=S)NCc1ccc(Cl)cc1,2,-1,0,0,0,2,5,0,13
CN(C)c1ccc2nsnc2c1[N+](=O)[O-],5,-3,2,16,3,1,-4,1,9
O=c1c2ccccc2sn1-c1ccc(S(=O)(=O)N2CCCC2)cc1,6,23*,8,3,-1,4,-3,-2,5
COc1ccc(CNC(=O)COC(=O)/C=C/c2ccc(S(=O)(=O)N3CCOCC3)cc2)cc1,x,3,11,18,-2,x,4,2,x
CCOC(=O)c1c[nH]c2c(Cl)c(Cl)ccc2c1=O,-2,-1,8,-20,3,1,-7,2,11

# A portion of the library; the hit share may differ from the screen's.
